# P. falciparum M1AAP: P. falciparum M1AAP inhibitors, biochemical, fluorogenic H-Leu-NHMec substrate, 1536-well (AID 1445); Aminopeptidase N (Plasmodium falciparum (isolate 3D7)); recombinant M1AAP, H-Leu-NHMec fluorogenic kinetic assay; higher % means a stronger effect; inhibition, % at 30 µM, or IC50 in µM where a hit was titrated; 220,000 tested, 0.42% active;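 active = primary inhibition above the hit cutoff, then over 50% inhibition at one or more dose response concentrations, cut at about 23% in these data, passing the limit was not always enough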;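 note: plate controls were DMSO full reaction for no effect and no enzyme background for full effect; strong numbers were not always called active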
# b-catenin transl: modulators of beta-catenin nuclear translocation, primary screen, imaging, HeLa cells, immunofluorescence, high-content; AID 1665, 2009; 190,000 tested, 0.3% active; nuclear translocation activity, % at 5 µM;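 active = nuclear translocation activity above 50% at 5 µM, with a well cell count of 50 or more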;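 note: per-cell ratio of nuclear to cytoplasmic median beta-catenin stain intensity; plate controls were DMSO negative control for no effect and GSK-3 inhibitor IX positive control for full effect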
#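 Test system: HeLa cells, endogenous beta-catenin; Compound: single 5 µM dose plus 0.02–20 µM confirmation series; Times: compound exposure 24 h at 37°C; Signal: fluorescence imaging of beta-catenin antibody stain plus DAPI; Read-out: % activation, nuclear-to-cytoplasmic median beta-catenin signal ratio per cell.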
# P. falciparum M17LAP: P. falciparum M17LAP inhibitors, primary screen, biochemical, fluorogenic H-Leu-NHMec substrate, 1536-well (AID 1619). 220,000 tested, 0.38% active. Leucine aminopeptidase (Plasmodium falciparum (isolate 3D7)). recombinant M17LAP, H-Leu-NHMec fluorogenic kinetic assay; higher % means a stronger effect. inhibition, % at 30 µM, or IC50 in µM where a hit was titrated;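 active = compound inhibiting the enzyme by more than half at any dose during confirmatory dose-response retesting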;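 note: plate controls were full reaction with DMSO carrier for no effect and no enzyme background for full effect; strong numbers were not always called active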
# Autophagy mod: autophagy modulators in MEF cells, primary screen, imaging, high-content, MEF GFP-LC3; MEF GFP-LC3 puncta imaging; test concentration mostly 10 µM; calls only at 10 µM (by protocol); 190,000 tested, 0.98% active; AID 463193, 2010;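 active = percentage of spot-positive cells more than 3 SD above its plate mean, without a fluorescence outlier flag or 80% toxicity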;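 note: spot-positive cell cutoff set from DMSO-treated cells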
# UTI89 phage lysis: inhibition of K1F phage lysis, E. coli UTI89, bacterial capsule biogenesis inhibitors, alamar blue (AID 488966) | 340,000 tested, 0.02% active | inhibition, % at 100 µM, or IC50 in µM where a hit was titrated | E. coli UTI89 K1F phage lysis, alamar blue, 2 h; higher % means a stronger effect;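 active = phage lysis inhibition, versus mean bacterial control, above a set limit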;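 note: capsule biogenesis inhibitors block K1F phage lysis so surviving cells raise fluorescence; higher fluorescence means more inhibition of phage lysis; actives were called in the ten point dose series up to 300 µM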
# Ins promoter up: insulin promoter activators in MIN6 cells, imaging, high-content screening, mouse beta cells; MIN6 insulin promoter-GFP reporter; stronger effect = higher value; z-score at 5 µM; 190,000 tested, 0.3% active;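 active = z-score above 3 at 5 µM with at least 500 cells counted in the well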
# Dynein transport: inhibitors of GR-EGFP nuclear translocation, primary screen, dynein cargo transport inhibitor project, imaging, high-content, 3617.4 mouse cells | test concentration mostly 20 µM; stimulated with dexamethasone, 1 µM; stronger effect = lower value | z-score, hits read low | 220,000 tested, 0.47% active;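 active = plate z-score of nuclear minus cytoplasmic receptor signal below a set negative limit, without overly bright fluorescence or cell loss, cut at about -3.5 in these data, passing the limit was not always enough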;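 note: z-score of nuclear minus cytoplasmic ring GR-EGFP intensity difference per well; some compounds called inactive have numbers as strong as hits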
#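 Medium: Induction medium lacking tetracycline, stripped serum | Probe or stimulus: 1.0 µM final dexamethasone stimulus | Schedule: 48 h induction, then 1 h compound, then 30 min agonist, 37 °C | Signal: Automated 10x imaging of fixed Hoechst-stained cells | Evaluation: Per-cell GR-EGFP intensity, nucleus versus surrounding cytoplasmic ring, well-averaged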
# CSM14.1 death rescue: rescue of cells from ER stress-induced death, primary screen, 384-well, CSM14.1, thapsigargin, ATP luminescence (AID 1222). 190,000 tested, under 10 active. cellular ATP content (survival), % at 20 µM; hits with a dose series show EC50 in µM. CSM14.1 thapsigargin-induced death rescue, ATP luminescence; higher % means a stronger effect;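 active = EC50 below 50 µM in the dose-response confirmation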;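 note: death triggered by thapsigargin at about 15 µM added after 2 h compound pretreatment; cell ATP read after overnight thapsigargin exposure of roughly 18 to 22 hours; normalized against plate controls of thapsigargin alone and 5% DMSO vehicle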
# MT stabilizer: microtubule stabilizers in HeLa cells, primary screen, imaging, high-content imaging; HeLa tubulin immunostaining HCS, 24 h; share of cells brighter than vehicle mean+2SD; 200,000 tested, 0.83% active; % tubulin-high responders, % at 10 µM;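 active = plate Z-score above 3 for both tubulin-high and condensed-nucleus cell shares, with cell loss under 80%, at 10 µM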;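 note: anti alpha tubulin signal scored within the nucleus-defined area of each cell; some results filed as inactive read as strong as hits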
# Dynein transport cytoplasmic EGFP: also measured in Dynein transport; calls as there; z-score; measured here: cytoplasmic GR-EGFP intensity; stronger effect = higher value
# Dynein transport nuclear GR-EGFP: further read-out of Dynein transport, marked with its call; z-score; measured here: nuclear GR-EGFP intensity;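 lower value marks the stronger effect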
# Dynein transport cell count: recorded beside Dynein transport, whose call it bears; z-score; measured here: cell count per field
# Ins promoter up cell count: recorded beside Ins promoter up, whose call it bears; cell count; measured here: cytotoxicity, nuclei count;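 total cells summed across four imaged fields per well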
# b-catenin transl cell count 5 µM: recorded beside b-catenin transl, whose call it bears; cell count; measured here: cell count, cytotoxicity flag
# MT stabilizer Hoechst-high %: recorded beside MT stabilizer, whose call it bears; % Hoechst-high responders; measured here: nuclear condensation Hoechst responders;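 share of cells brighter than vehicle mean plus two SD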
# MT stabilizer cytotoxicity %: second read-out of MT stabilizer, no call of its own (marks repeat the call); toxicity, %; measured here: cytotoxicity by cell density;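 0% = mean cell density of plate MIN control wells and 100% = no cells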
# Autophagy mod cell loss 18 h: recorded beside Autophagy mod, whose call it bears; toxicity, %; measured here: cell loss, nuclei count;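 cell loss after 18 h compound exposure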
# * hit, by the source's call; i = inactive; / = no result given; + = active, no number; [ ] = remark or other dose.
SMILES,P. falciparum M1AAP,b-catenin transl,b-catenin transl cell count 5 µM,P. falciparum M17LAP,Autophagy mod,Autophagy mod cell loss 18 h,UTI89 phage lysis,Ins promoter up,Ins promoter up cell count,Dynein transport,Dynein transport cytoplasmic EGFP,Dynein transport nuclear GR-EGFP,Dynein transport cell count,CSM14.1 death rescue,MT stabilizer,MT stabilizer Hoechst-high %,MT stabilizer cytotoxicity %
CCn1cc(C(=O)O)c(=O)c2cc3c(cc21)OCO3,-5%,/,/,9%,i,-9,/,/,/,1.9,-0.29,1.3,-0.51,-1.3%,2.5,0.9,5.5
Cc1nn(C)c(Cl)c1CN1CCN(CC(C)C)C(CCO)C1 (stereo unspecified),-2%,0.2,938,-2%,i,14,-1.6%,-0.61,1253,0.085,0.079,0.2,-1,1.2%,4.3,2.2,3.3
COc1ccc(OC)c(C2C(C(=O)Nc3cccnc3)=C(C)NC3=C2C(=O)CCC3)c1 (stereo unspecified),53µM*,-1.1,1011,3%,i,-4,0.1%,0.49,1854,0.77,0.83,0.89,0.58,0.1%,3.8,3.3,22
CN(Cc1ccccc1F)c1ccc(S(=O)(=O)N2CCCC2)cn1,0%,2.0,930,1%,i,-11,0.6%,0.98,1706,-0.93,-0.38,-0.57,0.64,-0.4%,1.4,1.7,8.9
Cc1ccc(C(=O)COC(=O)CNC(=O)c2ccc(Br)o2)cc1[N+](=O)[O-],8%,-0.4,1349,-2%,/,/,0.5%,-0.35,1068,2.5,-0.15,1.1,-2.5,/,/,/,/
Cc1ccc2[nH]c(=O)c3cc(C(=O)N4CCN(C(=O)c5ccco5)CC4)sc3c2c1,10%,-6.5,1165,-7%,i,3,5.6%,0.28,976,0.4,-0.09,0.54,-0.88,0.1%,4.9,2.4,4.3
CCc1ccc2[nH]c(=O)c(CN(CCN(CC)CC)C(=O)NC3CCCCC3)cc2c1,7%,-2.3,1147,-3%,/,/,-0.7%,-2.3,1045,/,/,/,/,4.7%,/,/,/
O=C(NC1CCCC1)C(c1ccc(F)cc1)N(Cc1ccc(Cl)cc1)C(=O)CCl (stereo unspecified),3%,-1.1,1092,5%,+,22*,0.3%,0.52,895,-3.7*,0.96*,-2.1*,0.54*,0.7%,1.3,2.9,4.7
O=C(CSc1nnc(-c2ccc(S(=O)(=O)N3CCCC3)cc2)n1CC1CCCO1)NC1CC1 (stereo unspecified),-8%,-0.2,1035,6%,i,-16,0.1%,-0.29,1753,0.84,-0.28,0.22,-0.0049,-3.3%,6.4,4.2,8.5
COc1ccc(Cc2nnc(SCC(=O)c3ccc(OC)cc3)o2)cc1,-2%,/,/,3%,i,-6,0.6%[50 µM],/,/,-0.27,-0.18,-0.23,0.18,0.3%,1.9,1.8,7.7
NS(=O)(=O)c1ccc(Nc2nc3ccccc3nc2NS(=O)(=O)c2cccc([N+](=O)[O-])c2)cc1,43µM*,0.7,1084,55%,i,-10,-0.3%,-0.06,1228,-0.64,-0.35,-0.8,1.2,-0.8%,2.4,1.7,6.7
CCOC(=O)c1c(CN2CCOCC2)n(-c2ccccc2)c2cc(Br)c(O)cc12,9%,-1.3,1400,-5%,i,-4,-0.3%,-1.5,1572,0.21,-0.019,-0.49,-1.6,-0.7%,2.2,2.1,6.9
Cc1cnc(SCc2cnc(C)nc2N)nc1,6%,0.9,1536,8%,i,-6,0.7%,/,/,-0.78,-0.14,-0.58,-0.53,1.1%,2.0,2.2,0.9
CCCN(CCC)CCCNC(=O)CCNS(=O)(=O)c1ccc(Br)cc1,3%,0.4,599,4%,i,-7,1.7%[50 µM],-0.3,1158,-1.1,-0.26,0.062,0.78,-1.7%,2.5,3.2,5.2
COC(=O)c1ccc(OC(=O)C23CCC(C)(C(=O)O2)C3(C)C)cc1 (stereo unspecified),4%,-0.4,979,13%,i,12,0.3%,-0.67,1669,-0.48,-0.27,0.18,0.11,-0.4%,3.7,2.3,6.2
CCCCN1C(=O)/C(=C/C=C2\Oc3ccccc3N2CC)SC1=S,/,4.7,979,/,+,-1.6*,1.6%,/,/,-4.6,17,-0.71,0.2,-0.4%,16,2.4,3.0
CC(C)OP(=O)(OC(C)C)C(NC(=O)c1ccccc1)C(N)=O (stereo unspecified),3%,-5.5,1233,-4%,/,/,0.8%,0.25,1343,-0.25,-0.11,-0.16,-0.077,/,/,/,/
CCN(CC)CCNC(=O)/C(=C/c1cn(CC)c2ccccc12)NC(=O)c1cc(OC)c(OC)c(OC)c1,4%,-0.3,1007,12%,i,15,0.1%,-0.13,1242,0.76,-0.29,0.41,-0.08,-1.6%,1.5,1.6,9.5
Cc1nnc(NC(=O)CSc2nnc(CNC(=O)C34CC5CC(CC(C5)C3)C4)n2C2CCCCC2)s1,15%,-2.5,1108,14%,i,5,-0.9%,/,/,0.47,-0.13,0.36,-0.74,/,3.0,3.6,8.4
Cc1nc2nc[nH]n2c(=O)c1C/C=C/c1ccccc1,-8%,-0.5,1114,30%,i,10,0.1%,0.55,1263,-1,-0.32,-0.31,0.65,-1.6%,2.7,3.0,21

# Some values from above:
# Under P. falciparum M1AAP, `CCN(CC)CCNC(=O)/C(=C/c1cn(CC)c2ccccc12)NC(=O)c1cc(OC)c(OC)c(OC)c1` has 4%
# Under P. falciparum M17LAP, `Cc1nnc(NC(=O)CSc2nnc(CNC(=O)C34CC5CC(CC(C5)C3)C4)n2C2CCCCC2)s1` has 14%

# Next section.
SMILES,P. falciparum M1AAP,b-catenin transl,b-catenin transl cell count 5 µM,P. falciparum M17LAP,Autophagy mod,Autophagy mod cell loss 18 h,UTI89 phage lysis,Ins promoter up,Ins promoter up cell count,Dynein transport,Dynein transport cytoplasmic EGFP,Dynein transport nuclear GR-EGFP,Dynein transport cell count,CSM14.1 death rescue,MT stabilizer,MT stabilizer Hoechst-high %,MT stabilizer cytotoxicity %
CC(CCc1ccc(O)cc1)NC1C2CC3CC(C2)CC1C3 (stereo unspecified),6%,1.1,865,8%,i,2,4.7%,-1.2,1298,-0.46,-0.2,-0.33,0.98,-0.9%,4.6,1.8,6.5
COc1ccc(NC(=S)NCCCN2CCN(C3CCCCC3)CC2)cc1,5%,0.0,925,-23%,i,-6,2.0%,-0.38,1264,-0.24,-0.14,-0.31,0.0017,-2.9%,5.5,2.5,3.5
COCCn1c(-c2ccc(F)cc2)nc2oc3cc(OC)ccc3c(=O)c2c1=O,5%,1.1,1295,1%,/,/,-0.1%,-0.33,1098,0.52,-0.28,0.84,0.27,/,/,/,/
CCCNC(=O)CN1C(=O)NC2(CCCc3cc(OC)ccc32)C1=O (stereo unspecified),-2%,-2.0,1125,4%,i,-8,0.8%,-0.26,871,-0.96,0.21,-0.29,1.2,-0.5%,1.6,1.6,7.1
c1ccc(Cc2nc3ccccc3n2Cc2ccccc2)cc1,-1%,-4.5,1130,-12%,i,-22,-0.3%,0.51,1918,-1.9,0.25,-0.37,0.38,-0.7%,1.7,1.3,12
COc1ccc2[nH]c(C)c(CN3CCCCC3)c(=O)c2c1,/,-5.5,1234,/,/,/,0.0%,-0.17,1204,/,/,/,/,-1.9%,/,/,/
Cn1cnc([N+](=O)[O-])c1Nc1ccccc1O,3%,0.8,546,21%,i,-16,0.7%,/,/,0.25,-0.18,0.51,-1.4,-2.5%,3.8,2.5,7.2
COc1ccc(C(C)(C)C)cc1S(=O)(=O)N1CCC(C(N)=O)CC1,9%,-0.3,483,-2%,i,6,0.4%,-0.28,1281,0.44,-0.24,0.34,-0.39,1.2%,2.4,3.1,6.6
O=c1[nH]c2cc([N+](=O)[O-])c([N+](=O)[O-])cc2[nH]c1=O,8%,0.5,1477,45%,i,40,-0.3%,-0.07,1360,-1,-0.31,-0.66,1.4,1.3%,1.6,1.4,16
Cc1cc(C)c(C#N)c(SCc2ccc([N+](=O)[O-])cc2)n1,-12%,-0.2,978,-3%,i,5,0.2%,0.82,1473,-0.89,-0.39,-0.32,2.5,0.5%,1.4,0.9,2.1
CCc1ccc(-n2c(CSc3nnnn3-c3ccccc3)nc3ccccc3c2=O)cc1,11%,-17,1234,16%,i,2,0.3%,/,/,-0.24,-0.15,-0.2,0.52,-1.2%,1.3,1.2,11
Cc1ccc(C)c2[nH]c(=O)c(CN(CC3CCCO3)C(=O)NC3CCCCC3)cc12 (stereo unspecified),12%,-1.0,1198,1%,i,10,0.4%,-0.84,1294,-0.27,-0.2,0.11,0.66,-0.2%,2.3,1.9,11
COc1ccccc1CCNC(=O)CCSc1nc(-c2ccco2)cc(C(F)(F)F)n1,2%,3.2,994,10%,i,-9,0.3%,/,/,0.55,-0.11,0.15,-0.46,-0.2%,2.9,2.9,9.6
Cc1ccc(-c2nc3ncccn3c2Nc2ccccc2C)o1,12%,-1.9,1084,11%,i,-2,0.2%,/,/,0.48,0.0024,0.42,-0.11,-2.5%,3.1,2.7,12

# Screening data from PubChem.
